# APE1 inh: blocks human APE1 abasic DNA cleavage; recombinant APE1, TAMRA/BHQ-2 abasic DNA cleavage fluorescence; Potency, µM (highest dose often 65.8 µM), without a hit: top-dose activity change, negative = inhibition, actives largely listed as inhibitors; 0.35% of 350,000 active; AID 2517;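 further: potency means the concentration at half of the fitted maximal effect; plate controls were vehicle for no effect and reference inhibitor for full effect; nearly all actives have a fitted effect of over 55% in size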
#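 Step 1: APE1 (0.75 nM) with compound, 15 min RT. Step 2: add 50 nM fluorophore/quencher THF duplex. Step 3: three fluorescence reads 60 s apart (525/598 nm); read 3 minus read 1 = reaction progress.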
# POLK inh: blocks human DNA polymerase kappa activity; Q9UBT6; purified Pol kappa, fluorescent DNA synthesis assay, 10 min; Potency, µM (highest dose often 107 µM), for inactives: top-dose activity, negative = inhibition, hits mostly inhibitors; 0.53% of 400,000 active; further: potency means the concentration at half of the fitted maximal effect; on the % scale 0 is the no-effect control and ±100 the full control effect
#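 50 nM final substrate added after 15 min RT preincubation of 10 nM Pol kappa with compound; fluorescence read at 0 and 10 min.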
# Apoferritin bind: binds horse apoferritin like a general anesthetic. apoferritin/1-aminoanthracene competitive binding, fluorescence. Potency, µM (doses to about 77.5 µM), for the others: at the top dose activity change, negative = displacement, most hits filed as inhibitors. 0.074% of 350,000 active. AID 485281; further: potency means the concentration at half of the fitted maximal effect; on the % scale 0 is the no-effect control and ±100 the full control effect; nearly all actives have a fitted effect of over 20% in size
# Target sequence (P02791 2-175 limits assumed): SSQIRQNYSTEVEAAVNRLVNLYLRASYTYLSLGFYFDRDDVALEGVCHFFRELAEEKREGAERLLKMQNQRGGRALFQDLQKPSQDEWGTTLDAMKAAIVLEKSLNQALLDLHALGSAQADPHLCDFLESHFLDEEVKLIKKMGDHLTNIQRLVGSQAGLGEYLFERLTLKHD
#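 Steps: apoferritin (10 uM) was premixed with half-saturated 1-AMA in PBS, compounds were pin-transferred, plates stood 10 min at room temperature, fluorescence was read at 380/535 nm, and curves were fitted with a Hill equation.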
# POLI inh: inhibitors of human DNA polymerase iota. Q9UNA4. Pol iota fluorescent replication assay, 10 min. Potency, µM (doses to about 115 µM), for the others: at the top dose activity, negative = inhibition, usual class: inhibitors. 1% of 390,000 active; further: potency means the concentration at half of the fitted maximal effect
#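 Fluorescent replication assay read twice, at 0 min and 10 min after adding 50 nM (final) substrate. Enzyme (10 nM) and compounds were first incubated 15 min at room temperature; enzyme-free buffer wells were negative controls.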
# BLM helicase inh: blocks DNA unwinding by human BLM helicase. 0.2% of 350,000 active. Potency, µM (highest dose often 56.1 µM), for inactives: top-dose activity change, negative = inhibition, hits mostly inhibitors. AID 2528. recombinant BLM DNA unwinding, fluorescence dequenching;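 further: potency means the concentration at half of the fitted maximal effect; plate controls were vehicle for no effect and no enzyme for full effect; nearly all actives have a fitted effect of over 35% in size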
# RXFP1 antagonist: blocks the human relaxin receptor RXFP1; Q9HBX9; HEK293-RXFP1, relaxin-stimulated cAMP HTRF, 30 min; stronger effect = lower value; activity change, negative = inhibition, % at 57.5 µM; 0.59% of 350,000 active; AID 1259400;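 active means activity change of -60% or lower, but not beyond a set lower limit; inconclusive means change between -60% and -40%, or beyond the set limit; inactive means change above -40%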; further: on the % scale 0 is the no-effect control and ±100 the full control effect
# PGK inhibitor: T. brucei PGK inhibition | Potency, µM (highest dose often 57.5 µM), without a hit: top-dose activity change, negative = inhibition, actives largely listed as inhibitors | P07378 | PGK/GAPDH coupled, Kinase-Glo luminescence, 60 min | 0.043% of 380,000 active | AID 602233; further: potency means the concentration at half of the fitted maximal effect; on the % scale 0 is the no-effect control and ±100 the full control effect; nearly all actives have a fitted effect of over 60% in size
#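 Luminescent ATP detection (Kinase-Glo Plus) follows a 60-minute room-temperature incubation, with wells lacking PGK as controls. Buffer: 100 mM TEA (pH 7.6), 5 mM MgCl2, 0.01% Tween-20. Coupling enzyme GAPDH (100 nM final) supplies unstable 1,3-BPG in-well.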
# Pol eta inh: DNA polymerase eta (human) inhibition; Q9Y253; recombinant Pol eta, fluorescent DNA replication assay; Potency, µM (doses to about 114 µM), for inactives: at the top dose activity change, negative = inhibition, usual class: inhibitors; 1.2% of 390,000 active; AID 588591; further: potency means the concentration at half of the fitted maximal effect; on the % scale 0 is the no-effect control and ±100 the full control effect
# Target sequence (Q9Y253 whole entry, looked up): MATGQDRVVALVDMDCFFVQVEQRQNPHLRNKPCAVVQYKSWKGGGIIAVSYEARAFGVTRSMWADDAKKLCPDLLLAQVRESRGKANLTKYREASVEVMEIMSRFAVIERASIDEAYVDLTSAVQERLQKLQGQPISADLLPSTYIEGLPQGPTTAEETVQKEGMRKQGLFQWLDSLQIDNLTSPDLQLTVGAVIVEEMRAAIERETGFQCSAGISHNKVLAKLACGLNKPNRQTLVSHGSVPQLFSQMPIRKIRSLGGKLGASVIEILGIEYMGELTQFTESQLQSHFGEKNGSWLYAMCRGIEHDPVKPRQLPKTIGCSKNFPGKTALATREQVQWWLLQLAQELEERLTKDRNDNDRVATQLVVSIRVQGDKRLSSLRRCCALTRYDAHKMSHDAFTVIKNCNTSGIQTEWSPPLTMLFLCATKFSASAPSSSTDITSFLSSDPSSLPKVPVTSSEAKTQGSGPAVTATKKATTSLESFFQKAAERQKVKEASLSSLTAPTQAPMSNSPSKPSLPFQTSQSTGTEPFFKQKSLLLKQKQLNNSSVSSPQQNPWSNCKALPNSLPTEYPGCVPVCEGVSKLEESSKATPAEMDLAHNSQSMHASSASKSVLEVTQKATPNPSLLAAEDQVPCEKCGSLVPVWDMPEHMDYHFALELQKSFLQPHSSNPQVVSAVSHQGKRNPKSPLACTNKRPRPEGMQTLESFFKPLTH
#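 Pol eta at 10 nM preincubated with compounds 15 min at room temperature; reaction started with fluorescent substrate (50 nM final) and read kinetically at 0 and 10 min.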
# POLB inh: DNA polymerase beta (human) inhibition | 1.3% of 340,000 active | Potency, µM (series often up to 114 µM), inactives show at the top dose activity change, negative = inhibition, actives largely listed as inhibitors | Pol beta primer extension/strand displacement, fluorescence kinetic | P06746; further: potency means the concentration at half of the fitted maximal effect; on the % scale 0 is the no-effect control and ±100 the full control effect
#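 Curves were derived by four-parameter Hill fits of normalized qHTS data. The kinetic fluorescent primer-extension read was taken at 0 and 10 min after 50 nM substrate, following a 15 min room-temperature preincubation of 10 nM enzyme with compounds.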
# * = called active by the depositor; i = inactive; ? = inconclusive; · = not tested or not shown; & = joins results of further samples; ! = repeats disagree; [ ] = remark or other dose. Unless noted, the call rests on the fitted dose curve; in most records, active means well fitted curve in the direction sought with a large enough effect; inconclusive means small, poorly fitted or top-dose-only effect, or another doubt; inactive means no such curve, though single readings can be large; an effect the other way counts as inactive or inconclusive. A portion of the library; the hit share may differ from the screen's.
SMILES	APE1 inh	POLK inh	Apoferritin bind	POLI inh	BLM helicase inh	RXFP1 antagonist	PGK inhibitor	Pol eta inh	POLB inh
COc1ccc(C(C)(C)C)cc1NC(=O)CCN1C(=O)C2CCCCC2C1=O (stereo not given)	15%	-2%	·	12%	·	2	5%	-5%	·
O=C(O)c1cc(S(=O)(=O)Nc2ccc(N3CCCCC3)cc2)ccc1Cl	-4%	0%	-6%	9%	-3%	-27	i	-5%	3%
CCN(CC(=O)Nc1ccc(NC(C)=O)cc1)C(=O)c1cc(-c2ccccc2)nn1-c1ccccc1	0%	-10%	·	11%	·	-29	-9%	2%	·
CCOC(=O)C1CCCN(c2c(N3CCN(C4CCCCC4)CC3)c(=O)c2=O)C1 (stereo not given)	-6%	-8%	-4%	8%	2%	·	-6%	-1%	3%
Cc1ccc(CNC(=O)CCN2C(=O)COc3ccc(C)cc32)cc1	·	-10%	-10%	5%	-2%	·	0%	-9%	-23%
COc1ccc(N2CCN(c3cc(=O)n(Cc4ccc(F)cc4)c(=O)[nH]3)CC2)cc1	-15%	-24%	-9%	-8%	-5%	·	-12%	4%	-14%
CC1=CC(=C(C#N)c2nc3ccccc3s2)C=C(C)N1CC1CCCO1 (stereo not given)	2%	-3%	-6%	116%[activator]	-16%	-5	2%	-1%	12%
CN(CC(=O)Nc1ccccc1Cl)C(=O)COC(=O)c1cc([N+](=O)[O-])ccc1N1CCOCC1	-6%	-5%	·	?	·	2	-10%	-10%	·
N#C/C(=C\Nc1ccc2c(c1)OCCO2)c1nc2ccccc2[nH]1	-6%	-1%	19%	14%	-10%	·	i	?	-21%
COc1ccc(CNC(=O)C(=O)NCC(c2ccco2)S(=O)(=O)c2ccc(C)cc2)cc1 (stereo not given)	·	-5%[60.1 µM]	2%	-3%	-3%	-24	0%	-10%	19%
COC(=O)/C(C#N)=C/c1ccc(-c2ccc(S(N)(=O)=O)cc2)o1	-4%	-16%	-21%	37%[activator]	1%	12	i	-5%	-19%
COc1cccc(C2C(C(=O)OC(C)C)=C(C)Nc3ncnn32)c1 (stereo not given)	1%	-10%	-9%	3%	-2%	19	-4%	0%	84%
COCc1c(C(=O)NCCOc2ccc(Cl)cc2)oc2ccccc12	-15%	-4%	·	-6%	·	-15	i	-17%	·
Nc1nc(NCCc2ccc(O)cc2)nc2nc(-c3ccco3)nn12	15%&21%	-1%&-11%[19.4 µM]	1%	·	2%	·	·	·	·
Cn1c(CC(=O)Nc2ccccc2)nnc1SCC(=O)Nc1ccc(N2CCOCC2)cc1	-12%	4%	4%	10%	0%	-4	i	-9%	34%
CCCCC(C(=O)O)C(C)CC(=O)Nc1ccn(-c2ccccc2)n1 (stereo not given)	-1%	0%	6%	1%	2%	-3	-3%	-2%	17%
O=c1c2c3c(sc2n(CCN2CCCCC2)c(=O)n1Cc1ccco1)CCCCC3	1%	-12%	-23%	1%	-3%	-8	-2%	-10%	0%
O=C(COC(=O)CN1C(=O)c2ccccc2C1=O)Nc1ccccc1	-4%	-1%	·	14%	·	-25	-5%	-15%	·
Cc1ccc(S(=O)(=O)N2[C@@H](c3ccc4c(c3)OCO4)C(C(=O)O)=C[C@H]2CC2CCCC2)cc1	-3%	-17%	·	?	·	·	5%	-3%	·
COc1ccc2nc(C)cc(Nc3ccc(C(=O)O)cc3)c2c1	2%	-3%	12%	-5%	-8%	9	·	-5%	-3%
CSc1cccc(NS(=O)(=O)c2ccc3c(c2)NC(=O)C(C)C(=O)N3)c1 (stereo not given)	20%	-2%	-16%	?	-1%	5	-7%	5%	-14%
CCCc1cc(C(=O)N/N=C/c2ccc(CC)s2)c2ccccc2n1	-1%	-1%	-17%	-14%	-2%	-6	i	-13%	0%
CCOC(=O)c1cnn(C)c1NC(=O)c1ccc([N+](=O)[O-])cc1	12%	4%	1%	16%	-8%	9	8%	0%	-19%
N#Cc1nc(-c2ccc(F)cc2)oc1NCc1ccco1	-1%	-17%	-6%	-21%	-4%	8	-1%	-3%	19%
Cn1c(CN2CCOCC2)nnc1SCC(=O)Nc1cc(Cl)ccc1Cl	-3%	-7%	8%	?	-5%	2	7%	6%	1%
Cc1ccc(-c2nc3ccccc3c(C(=O)NCc3cccs3)c2C)cc1	-1%	-2%	-18%	-4%	-10%	-21	-6%	-16%	1%
Cc1cccc(NC(=S)N2CCN(c3ccccn3)CC2)c1	10%	-9%	-5%	16%	-3%	6	i	-12%	-2%
Cc1nn(CCCC(=O)N2CCN(c3ccc(F)cc3)CC2)c(C)c1[N+](=O)[O-]	-1%	-8%	-9%	-2%	2%	-9	-7%	3%	9%
Cc1ccccc1C(=O)NC(=S)Nc1ccccc1C(=O)O	-1%	-9%	-10%	-9%	-2%	10	-1%	7%	?
O=C(CS(=O)c1ccc(C(F)(F)F)cc1[N+](=O)[O-])Oc1ccccc1 (stereo not given)	-3%	-18%	?	?	1%	10	-9%	-2%	-15%
Cc1ccc(S(=O)(=O)c2cnc(SCC(=O)Nc3ccc4c(c3)OCCO4)[nH]c2=O)cc1C	·	-9%	-7%	6%	-2%	·	i	-11%	11%
O=C(CN1C(=O)NC2(CCc3ccccc32)C1=O)NCCc1ccccc1 (stereo not given)	12%	3%	·	43%[activator]	·	-4	-6%	-13%	·
NC(=O)CC(NC(=O)Cc1cccc2ccccc12)c1ccc(NC2CCCCCCC2)c([N+](=O)[O-])c1 (stereo not given)	-2%	-13%	-15%	?	7%	·	4%	-5%	7%
COc1ccc2[nH]cc(CCNC(=O)CC[C@H]3O[C@@H](n4cc(C)c(=O)[nH]c4=O)C[C@@H]3O)c2c1	13%	8%	·	-9%	·	·	-10%	-4%	·
COc1ccc(NC(=O)C2CCCC2)cc1	7%	-19%	-14%	-2%	4%	4	-5%	0%	23%
C[C@H]1CN([C@@H](C)CO)C(=O)Cc2cc(NC(=O)Cc3cn(C)c4ccccc34)ccc2O[C@@H]1CN(C)S(=O)(=O)c1cn(C)cn1	6%	3%	·	11%	·	·	-12%	-14%	·
CCc1ccc2oc(-c3cc(NC(=O)c4cccnc4)cc(C)c3O)nc2c1	·	5%	14%	2%	-4%	·	i	0%	20%
NC(=O)C1CCN(C(=O)CN2CCc3ccccc32)CC1	5%	-22%	-8%	?	-13%	-3	-2%	?	54%
CCN(CC)S(=O)(=O)c1ccc(NC(=O)Cn2c(=O)oc3ccccc32)cc1	-5%	-3%	-8%	11%	-2%	-13	i	-6%	?
CCOC(=O)C1CCN(C(C(=O)Nc2ccc3c(c2)OCCO3)c2ccccc2)CC1 (stereo not given)	11%	-18%	-7%	10%	-8%	4	5%	-20%	11%

# Looked up by structure from the entries so far, two records:
SMILES	APE1 inh	POLK inh	Apoferritin bind	POLI inh	BLM helicase inh	RXFP1 antagonist	PGK inhibitor	Pol eta inh	POLB inh
CCOC(=O)C1CCN(C(C(=O)Nc2ccc3c(c2)OCCO3)c2ccccc2)CC1 (stereo not given)	11%	-18%	-7%	10%	-8%	4	5%	-20%	11%
NC(=O)C1CCN(C(=O)CN2CCc3ccccc32)CC1	5%	-22%	-8%	?	-13%	-3	-2%	?	54%

# The listing continues:
SMILES	APE1 inh	POLK inh	Apoferritin bind	POLI inh	BLM helicase inh	RXFP1 antagonist	PGK inhibitor	Pol eta inh	POLB inh
Cc1ccc(NC(=O)C2CCCN(c3ncnc4c3nc3n4CCCCC3)C2)nc1 (stereo not given)	-11%	5%	-9%	-4%	-8%	-3	-4%	-11%	1%
O=C(CCc1nc2ccccc2c(=O)[nH]1)NCCN1C(=O)S/C(=C\c2ccc(Cl)cc2Cl)C1=O	-2%	-7%	·	?	·	-26	-8%	?	·
Oc1ccc(-c2nnc(SCc3ccccc3)o2)cc1	-9%	-6%	?	7%	-8%	-6	-1%	11%	-1%
O=C1c2c(O)cccc2Cc2cccc(O)c21	?	22µM*!	3%	8%	-1%&2%	7&16	-11%	-21%	·
COc1cc2c(cc1OC)C(c1cccs1)N(C(=O)c1ccc(S(=O)(=O)N(C)C)cc1)CC2 (stereo not given)	-1%	-6%	-5%	32%[activator]	-4%	-1	i	?	12%
S=C(c1cccs1)N1CCN(c2ccccc2)CC1	·	-13%	·	4%	·	-3	-7%	-7%	·
Cc1ccc2nc(-c3ccc(O)cc3)c(Nc3ccc4c(c3)OCO4)n2c1	·	10%	2%	15%	-6%	15	1%	-2%	39%
Cc1nn(CCc2nc(-c3ccco3)cs2)c2[nH]c(=O)cc(C(F)(F)F)c12	?	35µM*	?	13µM*	?	8	-8%	32µM*	22µM*
N=C(N)SCc1ccc(Cl)c2ccccc12	·	-12%	·	7%	·	-9	-8%	?	·
CC1=C(C(N)=O)C(c2ccccc2F)n2nc(-c3ccc(Cl)cc3)nc2N1 (stereo not given)	·	5%	-7%	41%[activator]	-3%	·	i	-16%	1%
COc1ccc(OC)c(NC(=O)C2CCN(C(=O)C3CC(=O)N(c4ccc(C)cc4)C3)CC2)c1 (stereo not given)	32%	9%	-8%	64%[activator]	1%	-2	-10%	-16%	30%
CN1CCc2ccccc2C1C1CCNCC1 (stereo not given)	2%	-3%	-4%	-26%[58.9 µM]	2%	-6	-1%	-13%	4%
CCN(CC(=O)Nc1cccc(S(=O)(=O)N2CCOCC2)c1)Cc1ccccc1	3%	-11%	·	33%[activator]	·	8	-3%	-24%	·
CCOC(=O)Cn1c(=O)oc2cc(S(=O)(=O)N3CCN(c4cc(C)ccc4C)CC3)ccc21	·	-16%	31%[activator]	5%	-5%	?	-12%	-19%	-27%
O=C1CC(N2CCOCC2)C(=O)N1c1cccc(Cl)c1 (stereo not given)	-1%	0%	?	-2%	0%	-6	i	-11%	30%
COc1ccc(N2CCN(C(CNC(=O)C(=O)NCCCO)c3ccco3)CC2)cc1 (stereo not given)	20%	15%	-6%	7%	-1%	?	-7%	-9%	2%
CC1C=CCC2C(=O)N(c3cccc(C(=O)N4CCN(c5ccc(F)cc5)CC4)c3)C(=O)C12 (stereo not given)	3%	-2%	-19%	-7%[58.9 µM]	-1%	6	-2%	-14%	24%
